# BAZ2B inh = inhibitors of human BAZ2B bromodomain; Q9UIF8; AlphaScreen BAZ2B-H3K14Ac peptide displacement; Potency, µM (highest dose often 114 µM), for the others: at the top dose activity change, negative = inhibition, actives largely listed as inhibitors; 360,000 compounds, 4.4% hits; AID 504333; note: potency is the fitted concentration of half-maximal effect; % is set by controls: 0 for no effect and ±100 for the full control effect; nearly all actives have a fitted effect of over 60% in size
#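 BAZ2B 50 nM plus b-H3(5-23)K14Ac 50 nM, PBS pH 7.4/0.01% Tween-20, 30 min RT; compound added (max 110 uM), 30 min RT; streptavidin donor/Ni-chelate acceptor beads 10 ug/mL final, 20 min dark; AlphaScreen read.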
# JMJD2A Tudor inh = blocks the human JMJD2A Tudor domain; O75164; AlphaScreen JMJD2A-Tudor / H3K4me3 peptide binding; Potency, µM (titrated, usually from 114 µM), without a hit: top-dose activity change, negative = inhibition, most hits filed as inhibitors; 390,000 compounds, 4.4% hits; AID 504339; note: potency is the fitted concentration of half-maximal effect; % is set by controls: 0 for no effect and ±100 for the full control effect; nearly all actives have a fitted effect of over 50% in size
# PI4K2A block = blocks human PI4K2A kinase activity; activity change, negative = inhibition, % at 76.9 µM; AID 1346378; 420,000 compounds, 0.13% hits; purified PI4K2A, ADP-Glo luminescence, 1 h; stronger effect = lower value; in the data active = activity change below about -50%; inconclusive = mostly about -30% to -49%;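 note: -100% = wells without enzyme as full effect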
# Target sequence (Q9BTU6 whole entry, looked up): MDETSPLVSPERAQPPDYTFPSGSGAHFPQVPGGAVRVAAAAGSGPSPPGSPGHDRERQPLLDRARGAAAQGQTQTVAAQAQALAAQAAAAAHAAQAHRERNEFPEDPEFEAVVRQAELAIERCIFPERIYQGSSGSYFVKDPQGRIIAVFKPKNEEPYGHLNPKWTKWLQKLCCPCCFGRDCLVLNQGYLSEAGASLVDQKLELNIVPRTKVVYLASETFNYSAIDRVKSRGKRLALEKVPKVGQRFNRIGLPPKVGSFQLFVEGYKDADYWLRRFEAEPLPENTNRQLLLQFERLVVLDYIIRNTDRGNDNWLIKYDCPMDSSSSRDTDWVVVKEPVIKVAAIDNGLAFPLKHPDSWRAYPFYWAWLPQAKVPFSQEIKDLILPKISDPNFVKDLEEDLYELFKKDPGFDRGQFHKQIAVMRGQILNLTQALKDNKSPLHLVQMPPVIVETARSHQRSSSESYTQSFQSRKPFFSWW
#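 Compounds are screened against recombinant PI4K2A using PI as substrate and ATP, the latter dispensed at 300 microM. Reactions run one hour at ambient temperature before ADP-Glo detection; full inhibition defined by wells lacking enzyme.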
# GLS inhibitor = inhibitors of human glutaminase (GLS) | O94925 | GLS enzymatic activity, qHTS titration | Potency, µM (doses to about 45.5 µM), for the others: top-dose activity change, negative = inhibition, hits mostly inhibitors | 410,000 compounds, 0.21% hits | AID 624170; note: potency is the fitted concentration of half-maximal effect; % is set by controls: 0 for no effect and ±100 for the full control effect
#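 Human kidney-isoform GLS in 45 mM KH2PO4 pH 8.2, 0.02% Tween-20, with compound, started with 1mM L-Glutamine (added stock). Glutamate oxidase/HRP/Amplex red coupled fluorescence read at start and after 30 min at RT.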
# RGS4 inh = blocks human RGS4-accelerated GTP hydrolysis; 390,000 compounds, 0.039% hits; AID 504845; Potency, µM (highest dose often 114 µM), for inactives: at the top dose activity change, negative = inhibition, actives largely listed as inhibitors; Transcreener GDP fluorescence polarization, RGS4-accelerated GTP hydrolysis; note: potency is the fitted concentration of half-maximal effect; % is set by controls: 0 for no effect and ±100 for the full control effect; nearly all actives have a fitted effect of over 75% in size; some results filed as inactive show a strong effect at the top dose
#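 MLSMR compounds (23 nl, pin-transferred) preincubated 10 min at room temperature with a 500nM (2x) first reagent, then RGS4 at 900nM (2x) plus Transcreener GDP mix added; fluorescence polarization (620/688 nm) read before and after 90 min at 30 °C.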
# G9a inh = inhibitors of human histone lysine methyltransferase G9a. Q96KQ7. G9a H3K9 monomethylation, AlphaScreen, 2 h. Potency, µM (highest dose often 102 µM), without a hit: at the top dose activity, negative = inhibition, actives largely listed as inhibitors. 350,000 compounds, 8.8% hits. AID 504332; note: potency is the fitted concentration of half-maximal effect; % is set by controls: 0 for no effect and ±100 for the full control effect; nearly all actives have a fitted effect of over 75% in size
#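 Compounds were preincubated with 20 nM G9a for 15 min, after which biotinylated H3K9 peptide (500 nM) and SAM (20 uM) started a 2 h room-temperature reaction. Monomethylated product was quantified by antibody-based AlphaScreen chemiluminescence.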
# HP1b binding inh = inhibitors of HP1-beta chromodomain binding to methylated histone tails. Potency, µM (highest dose often 114 µM), for the others: at the top dose activity change, negative = inhibition, most hits filed as inhibitors. P83916. 390,000 compounds, 0.56% hits. AID 540317. AlphaScreen HP1-beta / biotin-H3K9me3 peptide binding; note: potency is the fitted concentration of half-maximal effect; nearly all actives have a fitted effect of over 70% in size; inactives centre near 23
#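 HP1-beta protein (50 nM final) preincubated 30 min at room temperature with biotinylated H3(1-18)K9me3 peptide (50 nM) in PBS pH 7.4, 0.01% Tween-20, then compound added for 30 min. AlphaScreen streptavidin donor/nickel chelate acceptor beads (10 ug/mL final), 30 min dark, luminescence read.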
# ERG Ets-DNA blk = ERG Ets/DNA interaction inhibition; 370,000 compounds, 0.028% hits; fluorescence polarization, His-ERG Ets domain / labelled DNA; P11308; Potency, µM (titrated, usually from 76.9 µM), for the others: at the top dose FP activity, negative = inhibition, usual class: inhibitors; active = well fitted inhibition curve with a large enough effect in the polarisation, with a control signal flat; inconclusive = small, poorly fitted or top-dose-only effect, or effect the other way, or a change in a side signal; inactive = no such curve, though single readings can be large or run the other way; the % refers to the polarisation;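 note: polarization taken with two DNA probes labelled with fluorescein and Texas red; potency is the fitted concentration of half-maximal effect; % of control where 0% means no effect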
# Target sequence (P11308 whole entry, looked up, the tested form may be a part): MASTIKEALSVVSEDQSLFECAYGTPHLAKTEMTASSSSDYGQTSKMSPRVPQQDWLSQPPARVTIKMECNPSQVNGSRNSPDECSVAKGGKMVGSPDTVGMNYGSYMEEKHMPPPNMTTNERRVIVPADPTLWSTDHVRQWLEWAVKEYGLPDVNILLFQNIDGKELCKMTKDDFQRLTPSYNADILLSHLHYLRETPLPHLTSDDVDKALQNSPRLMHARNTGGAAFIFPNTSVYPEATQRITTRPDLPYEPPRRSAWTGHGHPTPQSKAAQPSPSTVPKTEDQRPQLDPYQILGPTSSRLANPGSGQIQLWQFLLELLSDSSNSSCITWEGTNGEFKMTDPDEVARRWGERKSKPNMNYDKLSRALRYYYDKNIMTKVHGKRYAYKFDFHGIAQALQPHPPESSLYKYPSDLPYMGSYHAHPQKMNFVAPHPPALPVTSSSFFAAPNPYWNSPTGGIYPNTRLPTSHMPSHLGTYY
#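 His-tagged ERG Ets domain (1 uM in the protein solution; 300mM KCl, 50mM Tris-HCl, 1mM EDTA, 1mM DTT, pH 7.5) received compound, then a probe mix of 5 nM fluorescein-DNA and 100nM Texas-615-DNA. Fluorescence polarization was read for both dyes.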
# 12-LOX inh = blocks human arachidonate 12S-lipoxygenase. purified 12hLO, xylenol orange hydroperoxide absorbance. P18054. Potency, µM (top dose mostly 108 µM), without a hit: at the top dose activity change, negative = inhibition, actives largely listed as inhibitors. AID 1671190. 580,000 compounds, 1.1% hits; note: potency is the fitted concentration of half-maximal effect; % is set by controls: 0 for no effect and ±100 for the full control effect
#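 Purified human 12hLO at 150 nM in 25 mM Hepes, 0.01% Triton X-100, pH 7.0, preincubated 15 min at room temperature with compound. Reaction started with 40 uM arachidonic acid, 30 min at room temperature. Hydroperoxide measured by Fe-xylenol orange, 573/405 nm absorbance ratio.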
# Numbers without * were called inactive; ? = inconclusive; · = not tested or not shown; & = joins results of further samples; [ ] = another dose, or the depositor's remark. Unless noted, calls come from the whole dose curve; as a rule, active = well fitted curve in the direction sought with a large enough effect; inconclusive = small, poorly fitted or top-dose-only effect, or another doubt; inactive = no such curve, though single readings can be large; an effect the other way counts as inactive or inconclusive.
SMILES,BAZ2B inh,JMJD2A Tudor inh,PI4K2A block,GLS inhibitor,RGS4 inh,G9a inh,HP1b binding inh,ERG Ets-DNA blk,12-LOX inh
CCOC(=O)c1cccc(N2C(=O)Nc3ccccc3N2O)c1,?,2.0%,2.4,7.8%,11.5%,8.7%[59 µM],29.9%,-8.5%,2.0%
O=C(CNC(=O)c1ccc2c(c1)OCO2)Nc1cccc(Br)c1,-5.1%,-14.4%,0.7,6.9%,17.0%,3.1%[59 µM],4.8%,-0.5%,-24.6%
CCC(=O)NC(=S)Nc1ccc(NC(=O)c2ccccc2[N+](=O)[O-])cc1,2.0%,0.0%,0.2,-2.7%,-39.6%,-26.2%[59 µM],33.8%,-1.9%,-23.0%
CCOC(=O)N1CCN(C(=O)C2CCCN(c3ncnc4c3nc3n4CCCCC3)C2)CC1 (stereo unspecified),3.4%,-5.0%,-2.0,-1.1%,2.4%,14.3%,18.5%,8.6%,5.3%
COc1cc(S(=O)(=O)Nc2ccccc2)ccc1NC=O,9.7%,-3.0%,2.2,-1.7%,3.8%,11.9%[59 µM],22.5%,-1.2%,3.5%
CCN(C(=O)CN1CCN(c2ccccc2OC)CC1)c1c(N)n(Cc2ccccc2)c(=O)[nH]c1=O,-5.1%,1.9%,-3.4,31.4%,1.0%,-3.0%[59 µM],36.7%,3.2%,9.1%
Cc1cc(C)c2c(c1)c(C)cc1nnc(SCC(=O)c3ccccc3)n12,-17.9%,-11.3%,-1.1,4.9%,-21.5%,?,55.2%,-3.0%,-12.3%
Cc1ccc(-c2noc(/C=C/c3ccccc3)n2)cc1,110.0%[activator],71.2%[activator],3.8,11.4%,12.6%,156.9%[activator],69.7%[activator],-2.9%,-3.0%
Cc1cccc(C(=O)NCC(=O)OCC(=O)N2CCN(S(=O)(=O)c3ccc(C)cc3C)CC2)c1,13.7%,-12.8%,-1.4,4.5%,9.5%,15.5%[2.33 µM],15.7%,-4.6%,-20.2%
CCOC(=O)c1c(C)c(-c2ccccc2)n(CC(=O)NCCc2ccc(C)cc2)c1C,1.7%,0.4%,0.1,-0.1%,23.9%,-5.3%[59 µM],21.4%,0.0%,0.0%
Nc1nonc1-n1nnc(C(=O)N/N=C/c2ccc(OCc3ccccc3)cc2)c1CN1CCCCC1,-13.9%,-25.0%,1.7,2.2%,29.7%,?,9.8%[57 µM],-6.4%,-5.6%
O=C(COC(=O)/C=C/c1ccccc1[N+](=O)[O-])NCc1ccco1,·,-18.6%,0.5,-10.5%,-4.3%,·,-2.0%[57 µM],-0.6%,-2.8%
CCc1nnc(NC(=O)C2CCN(c3nccc(C)n3)CC2)s1,2.5%,-10.4%,0.7,5.7%,2.3%,10.2%[12.7 µM],30.7%,-8.1%,-8.5%
O=c1[nH]c(CSc2ccccc2)nc2c1oc1ccccc12,-10.3%,?,-10.4,0.6%,-37.6%,11.9%[59 µM],34.2%[activator],2.8%,4.5%
Cc1nc(-n2nc(C)c(Cc3ccc4c(c3)OCO4)c2C)sc1C(=O)Nc1ccc(Cl)cc1,1.0%,-13.2%,-1.7,-3.5%,29.3%,-2.5%[59 µM],34.6%[activator],-5.1%,?
CN(CC(=O)Nc1ccc(N2CCOCC2)cc1)CC(=O)Nc1ccc(C(F)(F)F)cc1,?,?,-3.4,-1.2%,3.9%,?,-20.3%,2.3%,-19.3%
O=C(Cn1c(=O)oc2ccccc21)Nc1nc(-c2ccccc2)cs1,12.3%,-9.4%,1.0,8.0%,7.7%,10.5%[59 µM],-4.4%,·,-3.6%
CCOc1ccc(-c2nnc(SCC(=O)NCc3ccccc3Cl)o2)cc1,-10.6%,-13.6%,0.9,-5.6%,7.8%,?,37.8%,-13.1%,-19.6%
COc1ccccc1Nc1nc(NCCO)nc(N)c1[N+](=O)[O-],-12.1%,-9.3%,3.1,-6.7%,-2.1%,-4.7%,19.5%,7.3%,100.4%[activator]
O=C(c1ccc2c(=O)n(Cc3ccc(Cl)cc3)c(=S)[nH]c2c1)N1CCOCC1,-12.8%,-6.0%,-3.5,-24.5%,-16.1%,6.3%,52.2%[activator],0.0%,-4.1%

# Sorted by the number under 12-LOX inh (high to low): some entries from above.
SMILES,BAZ2B inh,JMJD2A Tudor inh,PI4K2A block,GLS inhibitor,RGS4 inh,G9a inh,HP1b binding inh,ERG Ets-DNA blk,12-LOX inh
O=c1[nH]c(CSc2ccccc2)nc2c1oc1ccccc12,-10.3%,?,-10.4,0.6%,-37.6%,11.9%[59 µM],34.2%[activator],2.8%,4.5%
COc1cc(S(=O)(=O)Nc2ccccc2)ccc1NC=O,9.7%,-3.0%,2.2,-1.7%,3.8%,11.9%[59 µM],22.5%,-1.2%,3.5%
CCOC(=O)c1c(C)c(-c2ccccc2)n(CC(=O)NCCc2ccc(C)cc2)c1C,1.7%,0.4%,0.1,-0.1%,23.9%,-5.3%[59 µM],21.4%,0.0%,0.0%

# Later entries:
SMILES,BAZ2B inh,JMJD2A Tudor inh,PI4K2A block,GLS inhibitor,RGS4 inh,G9a inh,HP1b binding inh,ERG Ets-DNA blk,12-LOX inh
CCN1CCC(O)(/C=C/c2ccc(C)cc2)C(C(=O)/C=C/c2ccc(C)cc2)C1 (stereo unspecified),·,?,15.8,-1.2%,-104.7%,·,?,·,50.1µM*
CCOC(=O)C1CCN(C(=O)c2cc(S(=O)(=O)N3CCc4ccccc43)ccc2OC)CC1,0.1%,-18.6%,1.5,5.7%,8.0%,5.2%,17.4%,-1.9%,5.5%
Cc1ccc(S(=O)(=O)N2CCN(C(=O)CN3C(=O)NC4(CCOc5ccccc54)C3=O)CC2)cc1 (stereo unspecified),1.2%,-7.4%,-0.2,-14.6%,2.3%,56.2µM*,32.9%,-16.9%,0.0%
COCc1ccc(-c2c(-c3ccsc3)sc3ccccc23)cc1,12.0%,83.8%[activator],-2.4,-3.9%,-8.5%,9.6%[0.501 µM],108.4%[activator],5.8%,-14.1%
Cc1cc(C)n(CCN(C)C(=O)CCc2nnc(-c3ccc4c(c3)OCO4)o2)n1,4.3%,-14.7%,0.7,5.8%,7.8%,-11.0%[0.501 µM],30.1%,2.8%,?
Cn1c(=O)[nH]c(=O)c2c1nc(Br)n2CC(O)COc1ccc(Cl)cc1 (stereo unspecified),-17.9%,-6.4%,-3.2,0.6%,-16.7%[56.9 µM],-6.2%,95.8%[activator],-6.9%,0.2%
O=C(CN1C(=O)C(c2ccccc2)Oc2cccnc21)NCc1ccccc1F (stereo unspecified),-22.8%,20µM*,-1.9,?,-70.1%[56.9 µM],-6.5%[59 µM],17.6%,7.8%,-1.7%
CN(CC(=O)Nc1ccc(Cl)cc1)CC(=O)Nc1ccc(C(N)=O)cc1,-23.3%,8.3%,-4.4,-1.4%,-13.7%,-47.8%,31.3%,-9.2%,-1.0%
CC(C)c1ccc(CNNC(=O)c2ccccc2)cc1,-14.6%,-21.7%,-5.5,-5.0%,-6.2%,8.8%[59 µM],16.6%[57 µM],-4.9%,-3.0%
CCOC(=O)c1c(C)oc2c1c(C(c1cccnc1)N1CCCCC1)c(O)c1ccccc12 (stereo unspecified),?,?,-2.6,34.2%,1.2%,?,-6.0%,-10.2%,4.3%
C/C(=N\NC(=O)c1ccccc1)c1nc2ccccc2n1C,1.5%,5.7%,-4.7,-2.2%,-25.6%,?,32.5%,-15.3%,1.0%
Cc1oc(-c2cccc(Cl)c2)nc1CS(=O)(=O)CC(=O)NCCN1CCCC1,-6.3%,-29.2%,2.8,2.9%,-19.9%,?,20.1%,2.3%,-6.5%
Cc1ccc(NC(=O)NC2CCCCC2)cc1S(=O)(=O)N1CCOCC1,-19.0%,-5.6%,9.2,17.1%,15.2%,5.4%,27.7%,-3.0%,18.7%
Cc1cccc(C(=O)Nc2sc3c(c2C(=O)NC(C)C)CCCC3)c1,3.4%,-7.2%,1.9,11.3%,5.4%,5.7%[59 µM],25.6%,0.1%,6.7%&-15.2%
COc1ccc(-n2nc3ccc(NC(=O)c4ccc(-c5cc(Cl)ccc5Cl)o4)cc3n2)cc1,5.1%,-4.9%,-3.4,-6.5%,-32.3%,?,36.1%,-1.9%,-9.3%
CCOC(=O)CCCNC(=O)COC(=O)c1cccc(C)c1O,4.1%,6.0%,-0.1,-3.7%,-5.9%,?,29.3%,6.7%,0.0%
Cc1cccc(C)c1NC(=O)CN1CCN(C(=O)CNC(=O)c2ccc(N3CCCC3=O)cc2)CC1,2.0%,-5.5%,7.7,-1.0%,4.8%,26.8%[12.7 µM],38.8%,5.2%,-6.8%
O=C1CCC(C(=O)OCC(=O)N2N=C3/C(=C/c4ccccc4)CCCC3C2c2ccccc2)N1 (stereo unspecified),?,?,-4.2,-6.2%,7.0%,56.2µM*,-1.0%,2.6%,0.0%
CCC1(C)NC(C(=O)O)Cc2c1[nH]c1ccccc21 (stereo unspecified),2.4%,-17.6%,-4.3,-2.8%,-5.9%,?,2.5%,10.8%,-15.4%
C#Cc1cccc(C(=O)N2CCCC(CCC(=O)NCc3ccccc3F)C2)c1 (stereo unspecified),·,-8.1%,-4.2,-2.9%,-10.5%,·,45.1%[activator],11.0%,-4.8%

# From PubChem BioAssay

# The list is partial. The share of hits here may be higher or lower than overall.
